From PubChem BioAssay
eLon inh: inhibitors of E. coli Lon protease, primary screen, biochemical, fluorescence polarization. P0A9M0. purified E. coli Lon protease. inhibition, % at 7.94 µM. 360,000 tested, 0.42% active; in the data active = inhibition above about 13%, passing the limit was not always enough;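 note: 0% = enzyme with probe and DMSO and 100% = no enzyme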
Target sequence (P0A9M0 whole entry, looked up): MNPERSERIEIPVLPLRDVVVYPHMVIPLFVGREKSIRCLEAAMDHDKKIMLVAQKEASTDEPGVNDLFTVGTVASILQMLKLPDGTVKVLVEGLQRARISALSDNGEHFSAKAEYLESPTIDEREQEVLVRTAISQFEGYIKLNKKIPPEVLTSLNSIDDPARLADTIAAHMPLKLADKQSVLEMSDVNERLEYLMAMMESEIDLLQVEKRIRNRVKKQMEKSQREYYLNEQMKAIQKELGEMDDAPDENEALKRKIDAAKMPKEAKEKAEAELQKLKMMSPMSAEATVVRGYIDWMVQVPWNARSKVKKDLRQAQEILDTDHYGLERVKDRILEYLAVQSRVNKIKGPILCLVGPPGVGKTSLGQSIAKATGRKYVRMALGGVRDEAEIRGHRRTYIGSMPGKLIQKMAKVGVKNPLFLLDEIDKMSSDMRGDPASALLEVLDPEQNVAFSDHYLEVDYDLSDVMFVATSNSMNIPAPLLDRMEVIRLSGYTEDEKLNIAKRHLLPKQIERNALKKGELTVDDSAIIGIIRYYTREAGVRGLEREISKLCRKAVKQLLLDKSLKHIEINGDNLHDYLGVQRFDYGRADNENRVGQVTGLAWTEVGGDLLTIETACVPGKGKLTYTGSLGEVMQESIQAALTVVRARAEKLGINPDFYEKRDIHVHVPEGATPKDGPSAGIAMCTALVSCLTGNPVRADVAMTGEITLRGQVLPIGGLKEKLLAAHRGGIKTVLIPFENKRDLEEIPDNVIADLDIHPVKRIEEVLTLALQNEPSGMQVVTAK
PABP1 MLLE inh: inhibitors of PABP1 MLLE–PAM2 peptide binding, primary screen, biochemical, fluorescence polarization, FITC-PAM2, GST-MLLE. inhibition, % at 20 µM. 360,000 tested, 0.36% active. Polyadenylate-binding protein 1 (Homo sapiens), P11940; in the data active = inhibition above about 35%, passing the limit was not always enough;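 note: plate controls were DMSO wells with GST-MLLE for no effect and wells lacking GST-MLLE protein for full effect; some results filed as inactive read as strong as hits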
CSN inh: inhibitors of CSN-mediated cullin deneddylation, primary screen, biochemical, fluorescence polarization, uHTS; COP9 signalosome complex subunit 5 (Homo sapiens), Q92905; Purified CSN, SCF-Nedd8-OG deneddylation; inhibition, % at 12.5 µM; 360,000 tested, 0.38% active; AID 651999, 2013;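 active = pattern-corrected inhibition above about 35%, with an unprinted fluorescence ratio check between 0.5 and 1.5, limit read from the data, passing the limit was not always enough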;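 note: 0% = enzyme with substrate and 100% = substrate without enzyme; some results filed as inactive read as strong as hits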
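assay system = purified human Csn5 enzyme expressed in HEK293T cells | amount = 0.24 nM enzyme | buffer or medium = Tris/NaCl/DTT buffer, pH 7.5 | reagent = 10 nM SCFSkp2-Nedd8OG | compound = one concentration, 12.5 µM, 0.25% DMSO | times = 90 min reaction at room temperature | signal = FP | read-out basis = % inhibition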
Rin1-Abl PPI inh: inhibitors of Rin1-Abl protein binding, primary screen, biochemical, TR-FRET. inhibition, % at 7.35 µM. 360,000 tested, 0.4% active. AID 588664, 2011; in the data active = inhibition above about 5%, passing the limit was not always enough
MT1-MMP act inh: blockers of MT1-MMP proenzyme processing, primary screen, HT1080 RFP-PRO-GFP cells, GFP/RFP fluorescence; Matrix metalloproteinase-14 (Homo sapiens), P50281; GFP/RFP ratio fluorescence, overnight; percent of plate control window, DMSO zero; GFP/RFP ratio change, % at 20 µM; 360,000 tested, 0.061% active; AID 651647, 2012;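 active = GFP/RFP ratio change of at least 30% with cell ATP level not reduced by more than half and red fluorescence within 50% of control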; note: strong numbers were not always called active
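Assay system – RFP-PRO-GFP reporter HT1080 cells · Compound dosing – single dose of 20 µM compound, 1% DMSO final · Incubation – overnight compound exposure at 37 °C · Measure – GFP/RFP fluorescence ratio · Benchmarks – DMSO wells and RFP-L50D-GFP cells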
MsrA inhibitor: bovine MsrA enzyme inhibitors, primary screen, biochemical, absorbance, HTS. AID 651718, 2012. purified bovine MsrA, absorbance read-out. Methionine sulfoxide reductase A (Bos taurus). 360,000 tested, 0.75% active. inhibition, % at 15.5 µM; in the data active = inhibition above about 4.5%;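 note: 0% = vehicle wells with enzyme and 100% = reference inhibitor wells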
FAS TE block: FAS thioesterase domain inhibitors, primary screen, biochemical, fluorescence intensity, uHTS; AID 602261, 2012; recombinant FAS-TE, OMFH fluorogenic substrate, fluorescence endpoint; inhibition, % at 15 µM; Fatty acid synthase (Homo sapiens), P49327; 360,000 tested, 0.67% active;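 active = compounds whose normalised, plate-corrected inhibition of enzyme fluorescence in the single-dose primary screen is 50% or more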;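 note: 0% = DMSO with enzyme and 100% = substrate without enzyme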
Rpn11 block: Rpn11 (PSMD14) deubiquitinase inhibitors, primary screen, biochemical, fluorescence polarization, uHTS; 360,000 tested, 0.59% active; human 26S proteasome, Ub4-pepOG fluorescence polarization; 20S core pre-blocked with epoxomicin; 26S proteasome non-ATPase regulatory subunit 14 (Homo sapiens), O00487; calls only at 20 µM; AID 588493, 2011;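 active = inhibition at 20 µM, scaled to each plate's controls, above about 33%, limit read from the data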
Target sequence (O00487 whole entry, looked up): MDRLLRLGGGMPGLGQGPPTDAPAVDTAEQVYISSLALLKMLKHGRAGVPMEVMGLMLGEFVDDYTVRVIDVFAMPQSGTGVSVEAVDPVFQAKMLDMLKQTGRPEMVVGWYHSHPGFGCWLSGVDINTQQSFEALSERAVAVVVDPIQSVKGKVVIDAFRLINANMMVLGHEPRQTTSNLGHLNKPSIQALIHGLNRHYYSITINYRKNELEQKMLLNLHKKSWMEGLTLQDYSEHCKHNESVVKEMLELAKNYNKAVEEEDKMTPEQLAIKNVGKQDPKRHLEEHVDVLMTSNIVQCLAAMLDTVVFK
bovine MsrA act: bovine MsrA enzyme activators, primary screen, biochemical, absorbance, HTS. Methionine sulfoxide reductase A (Bos taurus). purified bovine MsrA, absorbance read-out. activation, % at 10.6 µM. 360,000 tested, 0.3% active. AID 602163, 2012; in the data active = activation above about 7.5%;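 note: 0% = vehicle and 100% = reference activator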
* marks the source's active call; other numbers are inactive results; i = inactive; x = not tested or not shown; + = active, no number.

SMILES,Rpn11 block,bovine MsrA act,MT1-MMP act inh,CSN inh,FAS TE block,Rin1-Abl PPI inh,eLon inh,MsrA inhibitor,PABP1 MLLE inh
Cc1nn2c(N3CCCC3)cc(C(C)C)nc2c1-c1ccccc1,i,0,-8,-6,31,-4,-2,-0.6,2
COc1ccc(NC(=O)Nc2ccccc2)cc1S(=O)(=O)N1CCCCC1,i,-7,9,-9,0,1,8,0.5,1
CCc1nc2cccnc2n1-c1ccc(CC(=O)NCCOC)cc1,i,-2,-4,2,-7,-3,2,0.5,23
COc1ccc(C2(C(=O)NCc3ccccc3Cl)CCOCC2)cc1OC,i,-6,0,-7,-9,-1,-7,-0.8,9
Cc1noc(C)c1COC(=O)c1cccnc1SCC(=O)Nc1ccc2c(c1)OCO2,i,-2,4,1,4,0,-5,0.2,-4
COc1ccccc1CNC(=O)c1cc(-c2cc(F)ccc2OC(C)C)n[nH]1,i,-2,1,5,13,0,-8,-1.0,-9
CCOc1ccccc1N1CCN(Cc2cn[nH]c2-c2ccc(F)cc2)CC1,i,-6,3,1,1,-1,6,1.0,-1
Cc1cc(OC(=O)c2cc(F)c(F)cc2Cl)nc(C)n1,i,-5,2,3,-4,0,-4,-1.0,-3
COc1cc(/C=N/NS(=O)(=O)c2ccccc2)ccc1OS(=O)(=O)c1ccc(C)cc1,i,-5,-4,0,0,3,10,0.4,-8
CC(=O)c1cccc(N(C(=O)c2ccco2)C(C(=O)NC2CCCC2)c2cccs2)c1 (stereo not given),i,-4,-1,-1,-1,1,7,0.4,14
COc1cc(-c2nc3cnccn3c2Nc2ccccc2)ccc1O,i,-2,6,4,6,-4,2,3.1,8
CC(Oc1ccc(Cl)cc1Cl)C(=O)NNC(=O)[C@@H]1CCCC[C@@H]1C(=O)O (stereo not given in full),i,-3,1,3,-5,1,-3,1.1,1
Cc1nc2ccccc2c(=O)n1-c1ccc(NS(=O)(=O)c2ccccc2)cc1,i,-6,1,3,-4,1,7,-1.8,-4
CCOC(=O)c1c(C)[nH]c(C)c1C(=O)Cn1nnc(-c2ccccc2C)n1,i,-9,-2,0,15,3,1,0.3,-2
Cc1ccc(S(=O)(=O)N(C)C)cc1NC(=O)COC(=O)CSc1ccccc1,i,-3,4,1,-6,3,2,-0.9,-7
COc1ccc(NC(=O)CSCC(=O)Nc2ccc(C)c(S(=O)(=O)N3CCCCCC3)c2)cc1,i,-1,-2,-1,5,2,-3,-0.9,3
CN1CCN(c2cc(N3CCc4ccccc4C3)c(F)cc2[N+](=O)[O-])CC1,i,1,3,1,3,-10,-11,0.4,-5
Cc1ccc(-c2cc(C(F)(F)F)c(C#N)c(SCC(=O)O)n2)cc1,i,-2,-2,-1,21,0,-3,1.4,-12
CC(C)C[C@H](N)c1cn([C@@H](CCCCN)C(=O)N2CCNCC2)nn1,i,-7,8,0,-8,1,9,-1.2,10
CCOCCCN(C(=O)c1snc(C(N)=O)c1N)C(C(=O)NC1CCCC1)c1ccc(OC)cc1 (stereo not given),i,-2,-1,6,-1,-5,-11,1.7,-2
CCOC(=O)C1=C(CN2CCCCC2)NC(=O)NC1c1cc(C)ccc1C (stereo not given),i,-3,1,-2,1,-3,2,0.4,-1
Cc1cccc(C(=O)NNC(=O)Nc2ccccc2)c1,i,-3,4,1,-12,0,0,0.1,-10
COc1ccc(CCN(C)C2CCCN(C(=O)Cn3cccn3)C2)cc1OC (stereo not given),i,-7,-1,0,-4,5,-7,1.0,2
Cc1cccc(C(=O)Nc2ccccc2N2CCN(c3ccc(F)cc3)CC2)c1,i,-2,-3,1,27,-5,11,-0.2,10
COCCn1cc(C(=O)NCc2cccs2)c2c3ccccc3n(C)c2c1=O,i,-3,0,-4,1,0,-1,0.2,10

Next results:
SMILES,Rpn11 block,bovine MsrA act,MT1-MMP act inh,CSN inh,FAS TE block,Rin1-Abl PPI inh,eLon inh,MsrA inhibitor,PABP1 MLLE inh
Cc1ccc(S(=O)(=O)N2CC3(O)CN(C(=O)OC(C)C)N(C(=O)OC(C)C)CC3(OC(=O)NCc3ccccc3)C2)cc1 (stereo not given),i,-1,0,3,13,3,-10,0.1,-22
CC1CCCC(NC(=O)COC(=O)/C=C/c2ccc(F)cc2)C1C (stereo not given),i,-3,-3,1,-3,3,-11,-0.5,-8
O=C(Cc1c(F)cccc1Cl)Nc1cc(S(=O)(=O)N2CCOCC2)ccc1N1CCCC1,i,-2,-3,3,-3,0,0,-0.5,-4
N#Cc1ccncc1Sc1ccc(Cl)cc1,i,2,-3,3,21,1,2,-0.2,7
O=C1NC[C@H](CCCCN2C[C@H](Cc3ccc(O)cc3)N(CCC3CCCCC3)C(=O)C2=O)N(CCc2ccc(O)cc2)C1=O,x,-4,-4,-2,-2,x,-17,3.0,x
COc1cc(NC(=O)CCc2c(C)nn(-c3ccc(N4CCOCC4)nn3)c2C)cc(OC)c1OC,i,-3,9,-2,-6,3,-15,0.5,17
COc1ccc(N2CC(O)=C(c3nc(-c4ccc(Cl)cc4)cs3)C2=N)cc1,i,-2,2,11,-4,-1,-3,0.2,-11
Cc1nc(Nc2ccccc2C)c2cnn(C)c2n1,i,-10,-1,3,-7,2,3,1.3,1
CCC(NCc1cccnc1)c1ccc(OC)c(OC)c1 (stereo not given),i,-4,1,1,-1,0,0,-0.9,-10
C#CCSc1[nH]c(=O)cc(C)c1C#N,i,-8,0,-4,-1,2,-12,0.0,-1
COc1cccc(-c2ccccc2C2=CC(=O)CC(C)(C)C2=O)c1,i,-2,4,0,3,-1,1,0.0,4
CC1=C(C(=O)N(C)CCC#N)C2(CCCCC2)OC1=O,i,-3,1,-9,-7,-1,-3,1.0,-10
O=C(N/N=C/c1cccc([N+](=O)[O-])c1)C1CC(=O)N(c2ccc(F)cc2)C1 (stereo not given),i,-3,-1,-1,14,-2,0,0.0,3
COc1cc(CCC(N)c2cccc(O)c2)cc(OC)c1OC (stereo not given),i,-1,1,7,-3,-2,-6,0.3,-9
COc1ccccc1CN1CCN(C(=O)c2ccncc2)CC1,i,-3,0,1,-5,4,-10,-0.4,2
COc1ccc(/C=C(/NC(=O)c2ccccc2)C(=O)N/N=C/c2sccc2C)cc1,i,-4,4,6,30,0,-2,3.5,-5
CCOC(=O)c1c(C)[nH]c(C(=O)COC(=O)c2cc(C)oc2C)c1C,i,-4,2,-4,-13,-3,-29,-0.2,-10
CCOC(=O)Nc1csnn1,i,-1,1,-1,-6,-1,1,0.0,-6
Cc1ccccc1S(=O)(=O)N(C)C[C@@H]1OCc2cnnn2CCCC(=O)N([C@H](C)CO)C[C@H]1C,i,-5,4,6,-5,-4,-4,-1.5,3
Cn1c(SCC(=O)c2ccc(F)cc2)nnc1-c1ccccc1N,i,-1,0,-2,-11,1,-1,-0.8,-6
Cc1cc(C)cc(Cn2cc(CN3CC(N(C)C)CS3(=O)=O)nn2)c1 (stereo not given),x,-4,5,-2,-7,x,-3,0.4,x
COCC(C)NS(=O)(=O)c1ccc(C(=O)NCCCn2ccc3ccccc32)cc1 (stereo not given),i,-2,4,0,-2,0,3,0.8,-6
Cc1cc(OCCCCCNCCO)cc(C)c1Cl,i,-1,-2,3,-7,-1,0,-1.4,1
CCOC(=O)C1(CCCc2ccccc2)CCN(C(=O)[C@@H]2C[C@@H](C)NC(=S)N2)CC1,i,-6,-2,5,-8,5,-27,0.3,-124
Cc1cc2c(NC(=O)Nc3ccc(F)cc3)cccc2nn1,i,-4,6,1,0,-1,2,1.0,-2

(listing goes on)
SMILES,Rpn11 block,bovine MsrA act,MT1-MMP act inh,CSN inh,FAS TE block,Rin1-Abl PPI inh,eLon inh,MsrA inhibitor,PABP1 MLLE inh
N/C(=N\OC(=O)c1ccc(Br)o1)c1ccccn1,i,-3,7,-8,1,-4,11,-0.1,2
C/C(=N\NC(=O)c1ccc(OC2OCCOC2Oc2ccc(C(=O)N/N=C(\C)c3ccncc3)cc2)cc1)c1ccncc1 (stereo not given),+,0,-15,99*,-1,4,-17,1.0,-105
CC(Oc1ccc(Br)cc1)C(=O)Nc1cc(S(=O)(=O)N2CCOCC2)ccc1N1CCCC1 (stereo not given),i,-4,-5,0,16,3,3,0.8,11
O=C(Nc1cccc(O)c1)c1ccc(NC(=O)C2CCCO2)cc1 (stereo not given),i,-8,-1,4,-6,-5,4,1.2,-7
O=c1cc(-c2ccc([N+](=O)[O-])cc2)c2ccc(O)cc2o1,i,-6,-16,12,0,0,-10,-0.3,7
CS(=O)(=O)Nc1cccc(C2=NN(C(=O)c3ccccc3Cl)C(c3ccccc3O)C2)c1 (stereo not given),i,-2,2,0,8,3,-9,0.2,0
Cc1ccc(C(=O)CSc2nnc3n2CCCCC3)s1,i,-1,-2,4,-8,0,2,0.1,14
CN(C)C(=O)[C@H]1C[C@H]1[C@@H](O)[C@H](CO)NC(=O)[C@H](COCc1ccccc1)NC(=O)OC(C)(C)C,i,0,1,-4,-9,1,5,-1.0,2
Cc1ccc(NC(=O)N2CCCCCC2)cc1C,i,-4,1,6,-7,0,-12,-1.2,-13
CS(=O)(=O)c1ccc(C(=O)OCC(=O)N2CCCc3ccccc32)cc1,i,-2,-2,0,-6,2,1,-0.1,10
Cc1ccc(-n2nnnc2SCC(=O)Nc2ccccc2-c2ccccc2)cc1C,i,-4,0,9,25,5,-16,-0.4,6
O=C(Nc1ccc(Cl)cc1)c1cccnc1N1CCCCC1,i,-4,0,1,13,-1,-2,0.1,3
CCCCCCC(=O)N/N=C(\C)Cc1ccccc1,i,-2,3,3,-4,-8,-12,-0.2,-9
Cc1ccc(C)c(S(=O)(=O)N/N=C/c2ccc(C(=O)O)cc2)c1,i,-4,-8,-5,-4,-6,5,0.3,-13
Oc1ccc(Nc2nc(-c3ccc(O)cc3)cs2)cc1,i,-2,-6,0,4,-1,1,1.5,12
O=C(Nc1cccc(C(=O)O)c1)Nc1cccc2ccccc12,i,8.3*,-1,-1,-4,0,3,-0.3,3
CCOP(=O)(OCC)c1nc(-c2cccc3ccccc23)oc1NCc1ccccc1,i,-8,4,-3,24,4,7,0.5,5
CCC(C)NC(=O)c1ccccc1-c1ccccc1C(=O)NC(C)CC (stereo not given),i,-2,-1,-3,-3,0,0,-0.2,-1
O=C(CCN=C1NS(=O)(=O)c2ccccc21)N1CCc2ccccc2C1,i,-3,2,5,-3,-2,-1,-0.3,5
Cc1ccc(S(=O)(=O)Nc2ccc3c(c2)OCCO3)cc1,i,-4,0,-11,2,3,5,0.9,-12
